Polio RdRp inh: inhibitors of poliovirus RNA polymerase binding and polymerization; poliovirus polymerase elongation, fluorescence polarization; stronger effect = lower value; % elongation, % (compound at 16.7 µg/mL); 150,000 tested, 0.66% active; AID 588519; in the data active = % elongation below about 90%; also: some results filed as inactive read as strong as hits
Target sequence (P03300 1749-2209 limits assumed): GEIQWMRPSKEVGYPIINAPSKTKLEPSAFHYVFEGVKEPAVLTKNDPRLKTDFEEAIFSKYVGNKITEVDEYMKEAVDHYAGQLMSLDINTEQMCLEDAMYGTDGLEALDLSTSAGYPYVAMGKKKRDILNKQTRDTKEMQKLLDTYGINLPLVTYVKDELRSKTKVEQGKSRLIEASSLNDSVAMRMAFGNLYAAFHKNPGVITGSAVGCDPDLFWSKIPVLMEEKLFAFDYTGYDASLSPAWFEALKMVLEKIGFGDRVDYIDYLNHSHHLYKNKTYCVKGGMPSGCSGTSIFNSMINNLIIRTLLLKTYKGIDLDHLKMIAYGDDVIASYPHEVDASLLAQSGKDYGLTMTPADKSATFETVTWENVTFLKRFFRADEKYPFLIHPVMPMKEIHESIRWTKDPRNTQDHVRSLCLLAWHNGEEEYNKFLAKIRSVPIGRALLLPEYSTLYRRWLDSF
Polio RdRp inh FP z-score: also measured in Polio RdRp inh; calls as there; z-score; measured here: FP z-score; hits read low
Active calls of the source: *; & = joins results of further samples. A portion of the library; rates above refer to the full screens.

canonical_smiles	Polio RdRp inh	Polio RdRp inh FP z-score
CCN1C(=O)/C(=C\C=C2/N(CC)c3ccc(C(=O)OC)cc3N2CC)SC1=S	82	-4.8
Cc1cccc(N(Cc2ccccc2)C(=O)CSc2nc(N)nc(N)n2)c1	101	-0.2
CCc1cccc(NC(=O)CSc2ncc3c(n2)-c2ccc(Cl)cc2N(Cc2ccccc2)S3(=O)=O)c1	106	0
O=C(OCc1cc(=O)n2ccsc2n1)C1(c2ccccc2)CC1	104	0
COc1ccc(CNC(=O)c2c(Nc3ccccc3C)sc(C(=O)c3ccccc3)c2N)cc1	108	0.1
O=C(O)C(CO)N=Cc1c(O)c2ccccc2oc1=O (stereo not drawn)	102	0.7
Cc1cnc(NC(=O)c2ccc(OCC3CCCO3)cc2)s1 (stereo not drawn)	103	0.3
O=C(COc1ccc(Cl)cc1)NC1CN2CCC1CC2 (stereo not drawn)	104	0.4
O=C(c1ccccc1)c1nnc(-c2ccccc2)s1	102	0.1
C=CCNC(=S)N1CCN(C(=S)NCC=C)CC1	101	-0.5
O=C(CSc1nc2ccccc2n1CC(=O)N1CCCC1)Nc1ccccc1	102	0.1
CCOC(=O)N1CCN(C(=S)NC(=O)c2cccc(OC)c2)CC1	101	-0.3
COc1cc(NC(=O)CC(C)(C)C)c(OC)cc1Cl	102	-0.3
COc1ccc(-c2cc(C(=O)OC(C)C(=O)c3ccccc3)c3cccc(Cl)c3n2)cc1 (stereo not drawn)	107	0.8
Nc1ccc(-c2nc3ccc(N)cc3s2)cc1	99	-0.3
COc1ccc(CCNC(=O)CCCCn2c(=O)c3ccccc3n(CC(=O)Nc3ccc(C)cc3C)c2=O)cc1OC	110	1.1
COc1ccc(C2C=C(c3ccccc3)Nc3nc(NC(=O)/C=C/c4ccccc4Cl)nn32)cc1 (stereo not drawn)	111	0.8
COC(=O)C(CO)NC(=O)c1ccccc1 (stereo not drawn)	101	0.4
COc1ccc(CCn2c(=O)c3cccnc3n(CC(=O)Nc3cccc(C)c3)c2=O)cc1OC	104	0
O=C1CSC(N(c2ccccc2)c2ccccc2)=N1	101	0
O=S(=O)(NCCCn1ccnc1)c1cc(Cl)ccc1Cl	104	0.1
COc1ccc(S(=O)(=O)c2c(SC)nn(CC(=O)Nc3cccc(C)c3C)c2N)cc1	109	0.5
Cc1cccc(C#CCN2CCCCC2)c1	103	0.4
Cc1ccccc1Cn1c2ccccc2c2cnn(CC(=O)NC(C)CCc3ccccc3)c(=O)c21 (stereo not drawn)	106	-0.3
CCN(Cc1cc(=O)n2oc(C)cc2n1)c1ccc(Cl)cc1	103	0.8
Cc1nc(N2CCCC2=O)sc1C(=O)O	101	-0.3
CCc1ccc(Oc2coc3cc(OC(=O)C4CCCCC4)ccc3c2=O)cc1	102	0.1
Clc1cccc(CNCCCSc2nnnn2-c2ccccc2)c1	105	-0.3
CC(=O)Oc1cccc(/C=C2\Sc3ccccc3C2=O)c1	105	1.7
O=C(CCN1CCCCC1)NCC1OCCc2ccccc21 (stereo not drawn)	101	-0.3
COc1ccc(N2CCN(C(=O)NC(=O)c3ccccc3)CC2)cc1	101	-0.1
CCCCn1c(=N)n(CC(O)COc2ccccc2)c2ccccc21 (stereo not drawn)	102	0.2
CC(=O)Oc1ccc(S(=NS(=O)(=O)c2ccccc2)c2ccc(OC(C)=O)cc2)cc1	104	1.5
COc1ccc(CNS(=O)(=O)c2ccc(N3CCCCS3(=O)=O)cc2)cc1	99	-0.9
O=C(CSCc1ccccc1Cl)Nc1c[nH]c(=O)[nH]c1=O	100	-0.8
CC1=NNC(=O)C1CC(=O)N/N=C/c1ccc(N(C)C)cc1 (stereo not drawn)	99	-0.8
COc1cccc(-c2noc(Cc3ccccc3)n2)c1	102	0
COc1c2ccoc2nc2c(OC)c(O)ccc12	97	-0.5
CC(=O)N1CCOc2cc(S(=O)(=O)NCc3ccccc3Cl)c(C)cc21	102	-0.9
O=C1C(SCCO)=C(SCCO)C(=O)c2ccccc21	99&93	-0.3&-0.3
COC(=O)C(O)(C1=C(N2CCOCC2)/C(=C\c2ccccc2)CC1)C(F)(F)F (stereo not drawn)	106	0.3
CC1CN(C(=S)NC(=O)c2ccc(Cl)cc2)CC(C)O1 (stereo not drawn)	101	0.1
O=C(c1ccccc1)C1CCN(C(=O)Nc2ccc(Cl)cc2)CC1	101	-0.3
Cc1ccc(NS(=O)(=O)c2cc(C(=O)O)ccc2Br)cc1	102	0.1
O=C1CCCN1C(=O)CCC(=O)N1CCCC1=O	100	-0.3
Cc1ccc(-c2noc(CCCC(=O)N3CCCCC3)n2)cc1	103	0.4
O=C(O)C1CCN(C(=O)N2CCOc3ccccc32)CC1	102	-0.5
Cn1cc(S(=O)(=O)N2CCCC2)cc1C(=O)N1CCN(c2ccccc2)CC1	99	-2.4
COC(=O)N=Nc1c(O)[nH]c2ccc(Br)cc12	103	0.2
O=C(CCS(=O)(=O)c1ccccc1)Nc1cccc(-c2nc3ccccc3o2)c1	104	0.5
Cc1ccc(C)c2sc(N3CCN(C(=O)c4ccco4)CC3)nc12	110	0.9
CCS(=O)(=O)N1CCc2cc(C(=O)Nc3cc(C)cc(C)c3)ccc21	109	0.4
CCC(=O)N1c2cc(Cl)ccc2-n2c(nn(C(=O)CC)c2=O)N1C(=O)CC	105	0.2
CS(=O)(=O)c1ccc2nc(NC(=O)Oc3ccccc3)sc2c1	101	0
CNC(=O)Cn1cc2c(n1)CCC(C)C2 (stereo not drawn)	101	-1.1
Cc1c(C(=O)NCCc2ccc(Cl)cc2)cccc1-n1cnc2cccnc21	108	0.2
CCN(CC)S(=O)(=O)c1ccc2c(c1)N(CC(=O)NCc1ccccc1)C(=O)CS2	101	-1.1
CCS(=O)(=O)N1CCC(NC(=O)C(Cc2ccc(OC)c(OC)c2)NC(C)=O)CC1 (stereo not drawn)	105	0.5
Cc1ccc(Cl)cc1N1CCN(C(=O)CCNS(=O)(=O)c2ccc3c(c2)CCC(=O)N3)CC1	101	-0.5
O=C(Nc1cc2ccc(O)cc2oc1=O)c1ccc(F)cc1	101	-0.2

Reprinted at random: 7 entries already listed
canonical_smiles	Polio RdRp inh	Polio RdRp inh FP z-score
COC(=O)N=Nc1c(O)[nH]c2ccc(Br)cc12	103	0.2
CCS(=O)(=O)N1CCc2cc(C(=O)Nc3cc(C)cc(C)c3)ccc21	109	0.4
O=C(CCS(=O)(=O)c1ccccc1)Nc1cccc(-c2nc3ccccc3o2)c1	104	0.5
CCS(=O)(=O)N1CCC(NC(=O)C(Cc2ccc(OC)c(OC)c2)NC(C)=O)CC1 (stereo not drawn)	105	0.5
Cn1cc(S(=O)(=O)N2CCCC2)cc1C(=O)N1CCN(c2ccccc2)CC1	99	-2.4
Cc1ccc(-c2noc(CCCC(=O)N3CCCCC3)n2)cc1	103	0.4
O=C(O)C1CCN(C(=O)N2CCOc3ccccc32)CC1	102	-0.5

Going on with the list:
canonical_smiles	Polio RdRp inh	Polio RdRp inh FP z-score
Cc1nnc(NC(=O)CSc2nc3c([nH]c4ccccc43)c(=O)n2-c2cccc(Cl)c2)s1	118	2.6
Clc1ccc(Nc2nc(-c3ccccc3)c3cc(Cl)ccc3n2)cc1	103	0
NC(=S)n1[nH]c(-c2ccccc2)c(N=Nc2nccs2)c1=O	99	-0.6
CCOC(=O)c1c(C)oc2ncnc(Nc3cc(Cl)ccc3OC)c12	111	0.5
CC/C(Cc1ccccc1)=N/NS(C)(=O)=O	98	-0.6
O=C(NC1CCCCC1)C1OC(c2ccccc2)OC1C(=O)NC1CCCCC1 (stereo not drawn)	102	0.1
N#CCCn1cc(/C=N/NC(N)=S)c(-c2ccccc2)n1	103	0.1
COc1ccccc1C(=O)OCC(=O)Nc1ccccc1	103	1
CC(C)Oc1ccc(/C=C/C(=O)Nc2noc3ccccc23)cc1	100	-0.2
CCc1ccc(NS(=O)(=O)c2ccc3[nH]cc(C(=O)NCc4ccco4)c(=O)c3c2)cc1	101	0.1
CCN(CC)C(=O)CSc1nnc2sc3ccccc3n12	102	-0.1
CCCNC(=O)Cn1nc(C)n2c(cc3cc(C)ccc32)c1=O	103	0.1
COc1ccc(CN(C)CC(=O)NC2CCCCC2)cc1	97	-1.1
Fc1cccc(CSCc2c(F)cccc2Cl)c1	101	-0.3
COc1ccc(NC(=O)c2ccc3[nH]c(C)cc(=O)c3c2)cc1	106	-0.2
COC(=O)c1sc2nc(SCC(=O)N3CCCc4ccccc43)n(N)c(=O)c2c1C	99	-0.4
COC(=O)c1ccc(/C=C/C(=O)OCC#N)cc1	88*	-1.7*
COC(=O)c1c(NC(=O)CS(=O)(=O)c2ccc(C)cc2)sc2c1CCCC2	105	-0.4
CC(/C=N/NC(=O)Cc1cccn1C)=C\c1ccco1	106	1.7
CCOc1ccccc1NC(=O)c1ccc2c(Cl)c3c(nc2c1)CCC3	105	-0.5
CC(C)C(=O)Nc1nc2nc(-c3ccccc3)cc(=O)n2[nH]1	100	-1.3
OC(CCN1CCCC1)(c1ccccc1)C1CCCCC1 (stereo not drawn)	99&101	-0.1&0.3
CCOCCCNC(=O)C1CCCN(c2ncnc3onc(C)c23)C1 (stereo not drawn)	104	-0.9
Cn1cc(CCCC(=O)N2CCCC2)c2ccccc21	103	0
Cc1ccc(NC(=O)CSc2cc(=O)n(C)c3ccccc23)nc1	101	-0.3
NC(=O)c1ccc[n+]([C@H]2O[C@@H](COP(=O)([O-])OP(=O)(O)OC[C@H]3O[C@@H](n4cnc5c(N)ncnc54)C(O)[C@H]3O)C(O)[C@H]2O)c1 (stereo partly drawn)	98	-0.2
CC1=NN(c2ccccc2)C(=O)/C1=C\c1cn(CCC#N)nc1-c1ccc(F)cc1	100	0
Cc1ccc(-n2nc3c(N4CCCC(C(=O)N5CCc6ccccc65)C4)nnc(C)c3c2C)cc1 (stereo not drawn)	105	0.6
COc1ccc(OCCSc2ncnc3nc[nH]c23)cc1	101	-0.2
Cc1cccc(C)c1NC(=O)Cn1nnnc1N	103	0.9
Cc1ccc(S(=O)(=O)CCC(=O)OCN2C(=O)c3ccccc3C2=O)cc1	103	0
O=C(CSc1nnc2[nH]c(=O)cc(-c3ccccc3)n12)Nc1ccc(OC(F)(F)F)cc1	111	0.9
CCOC(=O)c1cc(S(=O)(=O)N2CC3CC(C2)c2cccc(=O)n2C3)cn1C (stereo not drawn)	102	0.2
O=C(Cc1nc2ccccc2[nH]1)c1ccc(F)cc1F	104	0.5
COc1ccc(NC(=O)Cn2cc(C(=O)C3CCCCC3)c3ccccc32)cc1	108	0.6
C[C@H](NS(=O)(=O)c1ccccc1)C(=O)Nc1nccs1	106	0.5
Cc1cc2c(cc1S(=O)(=O)NCc1ccccc1Cl)OCCN2C	111	1.1
CC(C)=CCc1c(O)cc(O)c2c1O[C@H](c1ccccc1)CC2=O	107	0.5
COc1ccc(NC(=O)CCc2nc(C3=CCN(Cc4cccc(Cl)c4)CC3)no2)c(OC)c1	99	-1.9
CN(C)c1ccc(/C=C/c2nc(-c3ccccc3O)n(-c3ccccc3)n2)cc1	104	-0.3
CC(C)C1Cc2[nH]c(=O)c(C(=O)O)cc2CO1 (stereo not drawn)	98	-0.7
CN1CC=C2C(C(=O)O)=C(N)C(C#N)(C#N)[C@@H](c3ccncc3)[C@@H]2C1	90	-1.2
CS(=O)(=O)N1CCN(C(=O)CCC(=O)O)CC1	101	-0.6
O=c1[nH]c2ccccc2c(=O)n1CCc1nc(-c2ccccc2)no1	102	0.2
CCOc1ccccc1CNC(=O)c1ccc(Cn2c(SCc3ccccc3)nc3cccnc32)cc1	110	-0.1
Cc1ccc(-c2csc(-c3c(N)c(C(=O)c4ccc5c(c4)OCO5)n4ccccc34)n2)cc1	111	0.8
Cc1ccc(CN2CCC(CNC(=O)Nc3ccccc3F)C2)cc1 (stereo not drawn)	103	0.7
CCOc1cccc(C(=O)Nc2ccc(S(=O)(=O)N(Cc3ccccc3)c3ccccc3)cc2)c1	104	-0.2
CCN(CC)CCCOc1c(C)cc(Cl)cc1Cl	102	0.7
NC1=CC(=O)c2ccccc2C1=O	88*	-4.3*
N#Cc1ccccc1NC(=O)CSc1ncn[nH]1	101	-0.5
Cc1ccccc1CNCCSc1nnnn1C	107	0.6
CN(C)c1cc(-c2ccc(Cl)cc2)oc(=O)c1Cl	104	0.1
N#CCn1c(COC(=O)CCc2ccc(S(=O)(=O)N3CCOCC3)cc2)nc2ccccc2c1=O	101	-0.2
COc1ccc(-c2noc(-c3ccc(NCCc4ccccc4)c([N+](=O)[O-])c3)n2)cc1OC	111	0.7
CCCCNC(=O)c1ccc2c(c1)NC(=O)C(CC(C)C)N2 (stereo not drawn)	101	0.1
CCc1ccc(N(CC)C(=O)c2ccc3c(=O)n4c(nc3c2)CCCCC4)cc1	105	-0.8
CCn1c(COc2cccc(C)c2)nnc1SCC(=O)NC(C)(C)C	103	0.2
Cc1cc(C)cc(OCC(=O)N(Cc2ccc(Cl)cc2)CC2CCCO2)c1 (stereo not drawn)	104	0.1
CCc1ccc(-n2nc(CO)c(C(=O)NCc3ccccn3)n2)cc1	112	0.9

Individual results from above.
`CCN1C(=O)/C(=C\C=C2/N(CC)c3ccc(C(=O)OC)cc3N2CC)SC1=S` @ Polio RdRp inh: 82
`COc1ccc(N2CCN(C(=O)NC(=O)c3ccccc3)CC2)cc1` @ Polio RdRp inh FP z-score: -0.1
`CCn1c(COc2cccc(C)c2)nnc1SCC(=O)NC(C)(C)C` @ Polio RdRp inh FP z-score: 0.2

Next part.
canonical_smiles	Polio RdRp inh	Polio RdRp inh FP z-score
CCOC(=O)N1CCC(Nc2nn3nnnc3c3ccccc23)CC1	100	-0.8
Cc1ccsc1CCNS(=O)(=O)c1ccc2[nH]c(=O)ccc2c1	101	-0.2
CC(C)Nc1ncnc2scc(-c3ccccc3)c12	109	0.5
CCOC(=O)c1ccc(NC(=O)CN2C(=O)CC(c3ccc(C)c(C)c3)=Nc3ccccc32)cc1	98	-2
